Lipid storage S3 = qHTS Assay for Lipid Storage Modulators in Drosophila S3 Cells. Drosophila S3 cells, BODIPY lipid droplet fluorescence, 18-24 h; cells fed with added oleic acid. lipid storage change, negative = inhibition, % at the top dose, mostly 46.1 µM; hits show Potency in µM. 320,000 compounds, 0.64% hits. AID 2685; active means well fitted inhibition curve with a large enough effect in the signal ratio, with a control signal flat, not every such curve was filed as active; inconclusive means small, poorly fitted or top-dose-only effect, or effect the other way, or a change in a side signal; the % refers to the signal ratio
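Drosophila S3 cells loaded with oleic acid (400 uM, as added) and compounds at several concentrations; lipid droplets imaged by 488-nm laser-scanning cytometry, 500–530 nm intensity and object ratio to cell channel. Percent activity normalized to 20 uM Triacsin C.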
Lipid storage S3 cell count max = further read-out of Lipid storage S3, marked with its call; cell number change, %; measured here: cell count max response;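 cells counted by Cell Tracker Red CMTPX staining in the red channel; peak over a dose series mostly up to 46.1 µM; percent activity relative to internal control wells on each plate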
Active calls of the source: *; [ ] = dose if it differs, or a comment. On the % scale 0 is the no-effect control and ±100 the full control effect; potency means the concentration at half of the fitted maximal effect. This is a subset, so the mix of outcomes need not match the whole.

CCOC(=O)C1=C(C)N(c2ccc(OC)cc2)C(=O)/C1=C\c1ccc(O)c(OCC)c1 was read as Lipid storage S3 inconclusive.
For CNc1nc(N)c([N+](=O)[O-])c(NCC2CCCO2)n1 (configuration not stated) the results were Lipid storage S3 inactive.
Screening CC(C)NC(=O)CC(=O)N/N=C/c1cccs1 returned Lipid storage S3 1.7% and Lipid storage S3 cell count max 0.5.
COC(=O)C(NC(=O)c1ccccc1)(Nc1nccs1)C(F)(F)F (configuration not stated) was read as Lipid storage S3 8.5% and Lipid storage S3 cell count max 3.3.
For CCCn1c(C)nc2c(c1=O)c1nc3ccccc3nc1n2CCC1=CCCCC1 the results were Lipid storage S3 inconclusive.
For OC(COCC1COc2ccccc2O1)CN1CCN(c2ccccc2F)CC1 (configuration not stated) the results were Lipid storage S3 4.9% and Lipid storage S3 cell count max -5.6.
O=C(COC(=O)c1ccc(S(=O)(=O)NCc2ccco2)cc1)NC1CCCCCC1 was read as Lipid storage S3 inconclusive.
`COc1ccc(NC(=O)NNC(=O)CCC(=O)Nc2ccccc2Cl)cc1` gave Lipid storage S3 inconclusive.
Screening CC(=O)Nc1ccc(-c2csc(Nc3ccc(S(N)(=O)=O)cc3)n2)cc1 returned Lipid storage S3 inconclusive.
For COc1ccc(OCCN2C(=O)c3cccc(N)c3C2=O)cc1 the results were Lipid storage S3 -2.0% and Lipid storage S3 cell count max -6.6.
For COCC(C)n1c(C)cc(C(=O)CN2C(=O)NC(Cc3c[nH]c4ccccc34)C2=O)c1C (configuration not stated) the results were Lipid storage S3 inconclusive.
For O=C(NC(=S)Nc1ccc(S(=O)(=O)N2CCCCC2)cc1)c1ccc(Cl)cc1 the results were Lipid storage S3 inconclusive.
`O=C(c1cccc(Oc2c(Cl)cccc2[N+](=O)[O-])c1)N1CCCCC1` gave Lipid storage S3 -8.2% and Lipid storage S3 cell count max -14.6.
CC(C)c1ccc(NC(=O)CCCC(=O)NCCc2ccccc2)cc1 was read as Lipid storage S3 inconclusive.
`COc1ccc(/C=C(/NC(=O)c2ccc(C)cc2)C(=O)N2CCCC2)cc1OC` gave Lipid storage S3 -17.8%.

Random excerpt: 4 records from the list
For OC(COCC1COc2ccccc2O1)CN1CCN(c2ccccc2F)CC1 (configuration not stated) the results were Lipid storage S3 4.9% and Lipid storage S3 cell count max -5.6.
Screening CC(C)NC(=O)CC(=O)N/N=C/c1cccs1 returned Lipid storage S3 1.7% and Lipid storage S3 cell count max 0.5.
For O=C(NC(=S)Nc1ccc(S(=O)(=O)N2CCCCC2)cc1)c1ccc(Cl)cc1 the results were Lipid storage S3 inconclusive.
For COCC(C)n1c(C)cc(C(=O)CN2C(=O)NC(Cc3c[nH]c4ccccc34)C2=O)c1C (configuration not stated) the results were Lipid storage S3 inconclusive.

(cont.)
For CC(C)(C)NC(=O)c1ccc2nccnc2c1 the results were Lipid storage S3 inconclusive.
O=S(=O)(Cc1nnnn1-c1ccccc1)c1ccccc1 was read as Lipid storage S3 16.5% and Lipid storage S3 cell count max 3.2.
For CN(Cc1ccccc1)C(=O)c1ccc(NC(=O)Cc2cccc(NC(=O)C3CCCN(C(=O)C4CCCC4)C3)c2)cc1 (configuration not stated) the results were Lipid storage S3 inconclusive.
`CCN(CC)CCCn1c2c(c(SCC(=O)Nc3cccc4ccccc34)nc1=O)CCC2` gave Lipid storage S3 2.8% and Lipid storage S3 cell count max -5.3.
Screening CC1=C(C(N)=O)C(c2cccs2)n2ncnc2N1 (configuration not stated) returned Lipid storage S3 -8.9% and Lipid storage S3 cell count max -0.9.
`Cc1c(OCC(=O)NCc2cccnc2)ccc2c3c(c(=O)oc12)CCC3` gave Lipid storage S3 inactive.
For O=C1NC(=O)c2cc3ccccc3cc21 the results were Lipid storage S3 4.9% and Lipid storage S3 cell count max 1.6.
CCOc1ccc2nc(NC(=O)CSc3nc4ccccc4c(=O)n3Cc3ccco3)sc2c1 was read as Lipid storage S3 inactive.
CC(=O)NC(CC(=O)NCCc1ccccc1)c1ccccc1 (configuration not stated) was read as Lipid storage S3 inconclusive.
`CCCCCCNCCn1cnc2c(N)ncnc21` gave Lipid storage S3 inconclusive.
For CN(c1ccccc1)c1nc(N)c([N+](=O)[O-])c(NCCO)n1 the results were Lipid storage S3 12.3% and Lipid storage S3 cell count max -16.0.
For CNc1nc(NCc2ccccc2)c2ccccc2n1 the results were Lipid storage S3 inconclusive.
COc1ccc([C@H]2CC(=O)c3c(O)cc(O)cc3O2)cc1O was read as Lipid storage S3 2.7% and Lipid storage S3 cell count max 12.5.
`O=C(Cc1n[nH]c(=O)c2ccccc12)Nc1cccc(S(=O)(=O)N2CCCCCC2)c1` gave Lipid storage S3 3.4% and Lipid storage S3 cell count max -8.1.
NC(=O)C1CCN(Cc2nc(-c3ccccc3)no2)CC1 was read as Lipid storage S3 0.6% and Lipid storage S3 cell count max -12.5.

A draw from above in order of SMILES length, ascending:
For O=C1NC(=O)c2cc3ccccc3cc21 the results were Lipid storage S3 4.9% and Lipid storage S3 cell count max 1.6.
COC(=O)C(NC(=O)c1ccccc1)(Nc1nccs1)C(F)(F)F (configuration not stated) was read as Lipid storage S3 8.5% and Lipid storage S3 cell count max 3.3.
`COc1ccc(/C=C(/NC(=O)c2ccc(C)cc2)C(=O)N2CCCC2)cc1OC` gave Lipid storage S3 -17.8%.

Next structures
`CCCCC(O)(c1ccc(OC)cc1)C(CN1CCOCC1)c1ccccc1` (configuration not stated) gave Lipid storage S3 inconclusive.
`C=CCn1c(SCC(=O)Nc2ccc3c(c2)OCO3)nnc1-c1ccccc1` gave Lipid storage S3 inconclusive.
Screening O=C(NCCc1ccccn1)c1cncc(Br)c1 returned Lipid storage S3 inconclusive.
Screening CCOC(=O)c1c(NC(=O)CSc2nnnn2-c2ccc(OC)cc2)sc(C)c1C returned Lipid storage S3 inconclusive.
Screening Cc1cccc(C2c3[nH]c4ccccc4c3CCN2C(=O)c2nn(C)c(=O)c3ccccc23)n1 (configuration not stated) returned Lipid storage S3 -6.8%.
COc1ccccc1-c1noc(-c2cccs2)n1 was read as Lipid storage S3 -5.5% and Lipid storage S3 cell count max 9.9.
Screening O=C(OCC(=O)N1CCN(C(=O)c2ccco2)CC1)c1cc(-c2ccco2)nc2ccccc12 returned Lipid storage S3 inconclusive.
Screening CCOc1ccc(NC(=O)[C@@H]2CCCN2C(=O)c2cccs2)cc1S(=O)(=O)N1CCCCC1 returned Lipid storage S3 inconclusive.
For Cc1cccn2cc(COc3ccc(-c4ccccc4)cc3)nc12 the results were Lipid storage S3 -2.1% and Lipid storage S3 cell count max -21.9.
For Cc1ccn2cc(-c3cccc(NC(=O)CCC(=O)O)c3)nc2c1 the results were Lipid storage S3 9.3%.
CCOC(=O)C1(Cc2ccc(OC)cc2)CCN(C(=O)c2cccc3nccnc23)CC1 was read as Lipid storage S3 -10.7% and Lipid storage S3 cell count max -10.9.
Screening Cc1ccc(NC(=O)CSc2nc(N)cc(=O)[nH]2)cc1S(=O)(=O)N1CCOCC1 returned Lipid storage S3 -6.4% and Lipid storage S3 cell count max -0.1.
For CC1CN(C(=S)Nc2ccccc2)CC(C)O1 (configuration not stated) the results were Lipid storage S3 inconclusive.
For Cc1ccc(CCNS(=O)(=O)c2cc3c(cc2C)NC(=O)CO3)cc1 the results were Lipid storage S3 -18.9% and Lipid storage S3 cell count max -2.6.
For COc1cccc(C2C=C(c3ccc(Br)s3)Nc3ncnn32)c1OC (configuration not stated) the results were Lipid storage S3 inconclusive.
Screening CCCc1c(C(=O)N/N=C/C(C)=C/c2ccccc2)nnn1-c1nonc1N returned Lipid storage S3 inactive.
`O=C1CC(N2CCC(c3nc4ccccc4s3)CC2)C(=O)N1` (configuration not stated) gave Lipid storage S3 3.8% and Lipid storage S3 cell count max -5.6.
`COc1ccc(/C=N/n2c(-c3cc(C)[nH]n3)n[nH]c2=S)cc1` gave Lipid storage S3 inconclusive.
Screening CCCn1nnc(NC(=O)c2cccc(OCC)c2)n1 returned Lipid storage S3 inactive.
`CC(=O)Nc1ccc(-c2csc(Nc3ccc(Cl)cn3)n2)cc1` gave Lipid storage S3 inconclusive.
CCOC(=O)Cc1c(C)nc2cc(-c3ccc(C)cc3)[nH]n2c1=O was read as Lipid storage S3 8.1% and Lipid storage S3 cell count max -0.4.
`Cc1cccnc1NC(=O)c1ccc(Cl)c(S(=O)(=O)N2CCCC2)c1` gave Lipid storage S3 inconclusive.
Screening CCN(c1cccc(C)c1)S(=O)(=O)c1ccc2c(c1)CCCN2C(C)=O returned Lipid storage S3 inconclusive.
`CN1C(=O)C(C)(C)c2cc(S(=O)(=O)NCC3CCC(C(=O)NCc4ccccc4)CC3)ccc21` (configuration not stated) gave Lipid storage S3 -27.8% and Lipid storage S3 cell count max 4.2.
For O=[N+]([O-])c1ccc(N2CCOCC2)c(S(=O)(=O)N2CCOCC2)c1 the results were Lipid storage S3 -0.1% and Lipid storage S3 cell count max 8.3.
For O=C(O)c1n[nH]c2ccccc12 the results were Lipid storage S3 inconclusive.
For COc1ccc(/C=C(/C#N)C(=O)Nc2ccc(C)cc2C)cc1C(=O)O the results were Lipid storage S3 inactive.
Screening Cc1ccc(Oc2cc([N+](=O)[O-])cc3c2C(=O)Nc2ccccc2O3)cc1 returned Lipid storage S3 -19.5% and Lipid storage S3 cell count max -4.0.
CCc1c(C)nc2cc(-c3ccc(OC)c(OC)c3)nn2c1NCC1CC1 was read as Lipid storage S3 inconclusive.
Screening CCOc1ccccc1NC(=S)N(CCOC)C1CCN(C(C)=O)CC1 returned Lipid storage S3 13.4% and Lipid storage S3 cell count max 3.8.
`CC(C)c1ccc(NC(=S)NC2CCN(Cc3ccccc3)CC2)cc1` gave Lipid storage S3 inconclusive.
COc1ccc(N=C2O/C(=C/c3sc(=S)n(CC4CCCO4)c3O)N=C2C#N)cc1 (configuration not stated) was read as Lipid storage S3 -18.9% and Lipid storage S3 cell count max 2.3.
`CCP(=O)(c1cccc([N+](=O)[O-])c1)c1cccc([N+](=O)[O-])c1` gave Lipid storage S3 -4.6% and Lipid storage S3 cell count max 11.1.
Screening CCOc1ccc(Oc2ccccc2NC(=O)C2=COCCO2)cc1 returned Lipid storage S3 inconclusive.
Screening CCC(=O)OCC(=O)Nc1cc([N+](=O)[O-])ccc1OC returned Lipid storage S3 inconclusive.
Screening S=c1[nH]nc(CCc2ccccc2)n1Cc1ccccc1 returned Lipid storage S3 inconclusive.
CCO[C@H]1OC(C(=O)NCc2ccccc2)=C[C@@H](C2CCCCC2)[C@@H]1CCCO was read as Lipid storage S3 -3.8% and Lipid storage S3 cell count max -14.8.
Screening O=C(Cn1nnc2ccccc21)Nc1ccc(Cl)cn1 returned Lipid storage S3 inconclusive.
`COc1ccc(S(=O)(=O)Nc2ccc(N3CCOCC3)cc2)cc1` gave Lipid storage S3 -0.8% and Lipid storage S3 cell count max -1.9.
Cc1cccc2c(C(=O)Nc3ccc(Br)cc3)cc(-c3ccccn3)nc12 was read as Lipid storage S3 3.8% and Lipid storage S3 cell count max 4.9.
For COc1ccc(NC(=O)c2ccc(-n3c(C)ccc3C)cc2)c(OC)c1 the results were Lipid storage S3 inconclusive.
Screening O=C(O)CCc1nn2c3ccccc3nc2n(CCN2CCCCC2)c1=O returned Lipid storage S3 inconclusive.
Cc1cc(C)nc(SCC(=O)NN)n1 was read as Lipid storage S3 -7.4% and Lipid storage S3 cell count max -15.0.
For O=C(CCCn1c(=O)c2ccccc2n(Cc2ccccc2)c1=O)NCc1ccco1 the results were Lipid storage S3 inconclusive.
Screening Cn1c(=O)[nH]c(=O)c2c1nc(CN1CCN(c3cccc(Cl)c3)CC1)n2CCc1ccccc1 returned Lipid storage S3 inconclusive.
`CCOC(=O)N1CCN(C(=O)Cn2ccc3ccccc3c2=O)CC1` gave Lipid storage S3 14.1% and Lipid storage S3 cell count max 18.3.
CSc1cccc(NC(=O)C2CCN(S(=O)(=O)c3ccc(F)cc3)CC2)c1 was read as Lipid storage S3 inconclusive.
Screening O=C(NC1CCCC1)c1cc(Cl)ccc1[N+](=O)[O-] returned Lipid storage S3 inconclusive.
`O=C(CCc1c[nH]c2ccccc12)Nc1ncccc1O` gave Lipid storage S3 inconclusive.
Screening CCCCNC(=O)C1CCN(S(=O)(=O)c2c(C)noc2/C=C\c2ccc(OC)cc2)CC1 returned Lipid storage S3 -15.3%[9.22 µM] and Lipid storage S3 cell count max 0.9.
Screening CC(C)COc1ccc(S(=O)(=O)NNC(=O)c2cc3ccccc3o2)cc1 returned Lipid storage S3 15.1% and Lipid storage S3 cell count max -18.0.
`Cc1ccc(S(=O)(=O)N2CCOCC2)cc1NC(=O)CSCc1c(C)noc1C` gave Lipid storage S3 7.6% and Lipid storage S3 cell count max -13.2.
For CCOc1ccc(S(=O)(=O)NCc2ccccc2OC)cc1 the results were Lipid storage S3 inconclusive.
`Cc1cc(C)nc(NC(=O)CSc2nccc(C)n2)n1` gave Lipid storage S3 12.9% and Lipid storage S3 cell count max -0.7.
Screening Cc1cccc(NC(=O)c2nc[nH]c2C(=O)N[C@@H](CC(C)C)C(=O)OCc2ccccc2)c1 returned Lipid storage S3 inconclusive.
For Nc1c(N2CCCC2)cc(Cl)c2nonc12 the results were Lipid storage S3 inconclusive.
Screening CC(c1ccccc1)C1CC(=O)N(c2ccc(C(=O)O)cc2)C1=O (configuration not stated) returned Lipid storage S3 inconclusive.
For COc1cccc(C(=O)CSc2nnc(-c3cc(OC)cc(OC)c3)o2)c1 the results were Lipid storage S3 inconclusive.
For Fc1ccc(CNCc2ccccc2Cl)cc1 the results were Lipid storage S3 inconclusive.
Cc1ccc(-c2nc3cnccn3c2Nc2ccccc2)o1 was read as Lipid storage S3 inconclusive.
For COC(=O)c1cccc(NS(=O)(=O)c2ccc(OC)c(OC)c2)c1C the results were Lipid storage S3 inconclusive.

Assay outcomes (PubChem BioAssay)
